High-throughput results as filed in PubChem BioAssay.
Lipid storage S3 – qHTS Assay for Lipid Storage Modulators in Drosophila S3 Cells | 320,000 tested, 0.64% active | AID 2685 | Potency in µM for hits, for the others lipid storage change, negative = inhibition, % at the top dose, mostly 46.1 µM | Drosophila S3 cells, BODIPY lipid droplet fluorescence, 18-24 h; cells fed with added oleic acid; active = well fitted inhibition curve with a large enough effect in the signal ratio, with a control signal flat, not every such curve was filed as active; inconclusive = small, poorly fitted or top-dose-only effect, or effect the other way, or a change in a side signal; the % refers to the signal ratio
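Laser-scanning cytometry quantifies lipid droplet accumulation (500–530 nm total intensity; droplet/cell object ratio) in oleic acid-fed (400 uM added) Drosophila S3 cells treated with a concentration series. 20 uM Triacsin C defined 100% inhibition.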
Lipid storage S3 cell count max – further read-out of Lipid storage S3, marked with its call; cell number change, %; measured here: cell count max response;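 cells counted by Cell Tracker Red CMTPX staining in the red channel; peak over a dose series mostly up to 46.1 µM; percent activity relative to internal control wells on each plate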
The depositor's hits bear a star; i = inactive; ? = inconclusive; · = no result given; [ ] = another dose, or the depositor's remark. % is scaled to controls: 0 for no effect and ±100 for the full control effect; potency is read from the fitted curve at half-maximal effect. This is a subset (hit frequency here may not be typical).

SMILES	Lipid storage S3	Lipid storage S3 cell count max
CCCc1cc(=O)[nH]c(SC(CC)C(=O)Nc2ccccc2C#N)n1 (stereo not drawn)	24%	3
Cc1ccc(-n2ncc(C#N)c2/N=C/N(C)C)cc1	?	·
COc1ccccc1C(=O)NC(=O)COC(=O)c1cnc(C)cn1	16%	16
CCCCN1C=C(C(=O)OC)C(c2ccccc2Cl)C(C(=O)OC)=C1	-13%[9.22 µM]	-15
Cc1nnc(SCc2ccc(C(=O)c3ccc(Cl)cc3)o2)n1-c1ccccc1	-7%	-9
Cc1cc2cc(C(c3nnnn3Cc3ccco3)N3CCCCC3)c(=O)[nH]c2cc1C (stereo not drawn)	?	·
CN(C)C=Nc1ccc2nc3c(cc2c1)[nH]c1ccccc13	?	·
CCOC(=O)N1CCN(C(=O)C2CCN(S(=O)(=O)c3c(C)cc(C)cc3C)CC2)CC1	?	·
COc1ccc(C(CNC(=O)Cc2cc(OC)c(OC)c(OC)c2)N2CCCC2)cc1 (stereo not drawn)	?	·
COc1ccccc1C(=O)NCc1ccncc1	?	·
Cc1ccc2cccc(OCc3ccc(F)cc3)c2n1	?	·
CC(=O)COc1ccccc1OC(=O)c1ccco1	?	·
Cc1nc(CC(C)C)cc(C(=O)N2CCCC(CNS(=O)(=O)c3cccs3)C2)n1 (stereo not drawn)	-2%	-5
CCCCCCc1nc2ccccc2c(=O)n1NC(=O)c1c(O)c2cccc3c2n(c1=O)CCC3	?	·
COc1ccc(N2CCN(C(CNC(=O)c3ccco3)c3ccco3)CC2)cc1 (stereo not drawn)	?	·
COC(=O)C1=C(NC(=O)c2cccs2)CCS1	-6%	15
COc1ccc(C2=NOC(CNC(N)=S)C2)cc1 (stereo not drawn)	?	·
Cc1ccc(-c2csc(N(CC3CCCO3)C(=O)c3ccco3)n2)cc1 (stereo not drawn)	?	·
CCOC(=O)/C(C#N)=C/Nc1ccsc1C(=O)OC	9%	9
O=C(NC1CCCC1)C(c1cccs1)N(C(=O)c1ccco1)c1ccc2c(c1)OCCO2 (stereo not drawn)	?	·
FC(F)(F)c1ccc(-c2noc(CN3CCCN(C4CCCCC4)CC3)n2)cc1	-8%	1
COc1ccc(Cc2nnc(NS(=O)(=O)c3ccccc3)s2)cc1	?	·
CCc1nnc(NC(=O)C2CCN(c3ncnc4sc(C)c(C)c34)CC2)s1	?	·
Cc1c(NC(=O)C2CCN(S(=O)(=O)c3ccccc3)CC2)c(=O)n(-c2ccccc2)n1C	-1%	10
CN(C)c1ccc(CNC(=O)CN(C)S(=O)(=O)c2cccc3cccnc23)cc1	?	·

One compound at a time, from the list above. Order of values: Lipid storage S3 | Lipid storage S3 cell count max
COc1ccc(Cc2nnc(NS(=O)(=O)c3ccccc3)s2)cc1 reads ? | ·
FC(F)(F)c1ccc(-c2noc(CN3CCCN(C4CCCCC4)CC3)n2)cc1 reads -8% | 1
CC(=O)COc1ccccc1OC(=O)c1ccco1 reads ? | ·
CCCc1cc(=O)[nH]c(SC(CC)C(=O)Nc2ccccc2C#N)n1 (stereo not drawn) reads 24% | 3

Next part.
SMILES	Lipid storage S3	Lipid storage S3 cell count max
COc1ccc(CCn2c(=N)c(C(=O)NC3CCCC3)cc3c(=O)n4cccc(C)c4nc32)cc1	i	-1
O=C1CC(C(=O)Nc2ccc(F)c(Cl)c2)N=C(N2CCCCC2)N1 (stereo not drawn)	?	·
COc1ccc(OC)c(C2C3=C(CCCC3=O)Nc3c2c(=O)n(C)c(=O)n3C)c1 (stereo not drawn)	?	·
COc1ccc(C2NC(=O)NC(C)=C2[N+](=O)[O-])cc1OC (stereo not drawn)	16%	2
COc1ccc(NC(=O)CN2C(=O)COc3ccc(C)cc32)cc1	-14%	2
COC(C[C@@H]1O[C@@H]1[C@@H](O)[C@H](C)OCc1ccccc1)OC	5%	20
O=C(NCCc1c[nH]c2ccccc12)C(=O)Nc1ccccc1	16%	·
O=C(N1CCCCC1)N1CCN(S(=O)(=O)c2ccccc2)CC1	?	·
COc1ccc(OC)c(N(CC(=O)NCCSC2CCCCC2)S(=O)(=O)c2ccccc2)c1	15µM*	-18*
O=C(CSCC(=O)N1CCOCC1)Nc1nc(-c2ccccc2)cs1	?	·
CN(C(=O)COc1ccccc1C(=O)NCc1ccccc1)C1CCS(=O)(=O)C1 (stereo not drawn)	?	·
CCOC(=O)N1CN(C(=O)OCC)CN(C(=O)OCC)C1	?	·
COc1cc(/C=C2/C(=N)N3N=C(CC(=O)N4CCOCC4)SC3=NC2=O)ccc1OC(C)c1ccccc1 (stereo not drawn)	i	·
CCNc1ccc(C(=O)OCC(=O)N2CCCC2)cc1[N+](=O)[O-]	i	4
CCOc1ccc(-c2nc(C)sc2CC(=O)O)cc1	i	·
Cc1ccccc1CCNC(=O)C1CCC(=O)N(C2CCCCCC2)C1 (stereo not drawn)	7%	0
CCC(=O)Nc1ccc(Cl)c(NC(=O)C(C)C)c1	i	·
O=c1c2c(ncn1Cc1ccccc1)nc1n2CCC1	8%	9
COc1ccc(OC)c(C2=NOC(C(=O)Nc3cc(C)on3)C2)c1 (stereo not drawn)	21%	25
CNS(=O)(=O)c1cn(CC(=O)NCc2cccc(OC)c2)cc1S(=O)(=O)NC	?	·
COCCN(CC1CCCN(C2Cc3ccccc3C2)C1)C(=O)CCC(N)=O (stereo not drawn)	i	9
COc1cc(NC(=O)c2ccccn2)cc(OC)c1OC	0%	15
O=[N+]([O-])c1ccc(Cl)c(S(=O)(=O)Nc2ccc(-c3ccc(N4CCOCC4)nn3)cc2)c1	?	·
Cc1cc(C)cc(OCC(=O)Nc2ccc(N3CCCCC3)cc2)c1	?	·
CCCCc1cc(=O)oc2c(CN(C)C)c(O)ccc12	?	·

Three entries from above, ordered by molar mass, smallest number first.
SMILES	Lipid storage S3	Lipid storage S3 cell count max
COc1ccccc1C(=O)NCc1ccncc1	?	·
CCc1nnc(NC(=O)C2CCN(c3ncnc4sc(C)c(C)c34)CC2)s1	?	·
CNS(=O)(=O)c1cn(CC(=O)NCc2cccc(OC)c2)cc1S(=O)(=O)NC	?	·

Later entries.
SMILES	Lipid storage S3	Lipid storage S3 cell count max
Cc1noc(C)c1COc1ccc(C(=O)N2CCCC(C(F)(F)F)C2)cc1 (stereo not drawn)	?	·
C=CCSc1nc(-c2ccccc2)c(C#N)c(=O)[nH]1	i	27
CCc1c(C(=O)N/N=C/c2ccsc2)csc1C	28%	-8
COCCNC(=O)c1ccc(Cl)c(S(=O)(=O)Nc2cccc(C)c2C)c1	?	·
Cc1nc(SCC(=O)NC2(C#N)CCCC2)n(CC(C)C)c1C	?	·
C=CCN=C1S/C(=C/c2ccc([N+](=O)[O-])cc2)C(=O)N1CC=C	8%	3
COCCn1c(C)c(C)c(S(=O)(=O)c2ccccc2)c1N	11%	13
O=C(COc1ccc(Cl)cc1)NCc1ccc(F)cc1	6%	8
COc1cccc(OC)c1C(=O)OCC(=O)NCCCc1ccccc1	1%	1
Cc1ccc(OCC(=O)Nc2ccc(CN3CCOCC3)cc2)cc1C	?	·
O=C(NCc1ccco1)c1ccc(-c2ccccc2Cl)o1	i	·
Cc1ccc(S(=O)(=O)NCCC(=O)Nc2ccc(C)cc2C(=O)c2ccccc2)cc1	-5%	-10
Cc1ccc(-c2csc3ncnc(NS(=O)(=O)c4ccc(Cl)cc4)c23)cc1	-2%	11
COc1cc2cncc(Cc3ccc(Cl)cc3)c2cc1OC	?	·
COCCN(CCOC)C(=O)Nc1ccc(Cl)cc1	?	·
CC(C)c1ccc(C(=O)N2CCN(CCO)CC2)cc1	-16%	-12
O=C(CSc1nc(N2CCCCC2)nc(N2CCCCC2)n1)N1CCN(c2ccccc2)CC1	?	·
CN(CP(=O)(O)C(O)c1ccccc1)S(C)(=O)=O (stereo not drawn)	?	·
CCN(CC)C(=O)Oc1ccc(Br)cc1C(=O)Nc1ccc(F)c(Cl)c1	4%	0
O=c1c2ccccc2n2nnnc2n1-c1ccccc1	?	·
O=C(NCc1ccc(F)cc1)N[C@@H](Cc1ccccc1)C(=O)O	?	·
O=C(NCCc1ccc(Cl)cc1)c1ccc2nc(N3CCOCC3)sc2c1	?	·
Cc1ccc(N(CCCCN2C(=O)c3ccccc3C2=O)C(=O)c2cccs2)cc1	?	·
COc1ccc(C)cc1N(CC(=O)NC(C)c1ccccc1)S(C)(=O)=O (stereo not drawn)	i	-12
O=C(N/N=C/c1ccc(O)c(O)c1)N/N=C/c1ccc(O)c(O)c1	?	·

(list continues)
SMILES	Lipid storage S3	Lipid storage S3 cell count max
CCOC(=O)N1CCN(C(=O)c2cn(CC(C)C)c(=O)c3c2c2ccccc2n3C)CC1	1%	-1
C=CCn1c(-c2cc(-c3ccccc3)sc2N)n[nH]c1=S	11%	10
O=C(O)CSCC(=O)Nc1cccc2ccccc12	?	·
O=S(=O)(c1ccccc1)N(C1=NCCS1)S(=O)(=O)c1ccccc1	?	·
COc1ccccc1CNc1nc(SC)ncc1CO	2%	5
Cc1cc(C(F)(F)F)c2c(N)c(C(=O)Nc3cc(C)on3)sc2n1	?	·
O=C(CCCn1c(=O)[nH]c2cc(Cl)ccc2c1=O)NCCCN1CCCC1=O	1%	13
CCOC(=O)c1nnn(CC(=O)N2N=C(c3cc(C)ccc3C)CC2c2ccc(OC)cc2)c1C(=O)OCC (stereo not drawn)	?	·
Cc1oc(C(=O)O)cc1COc1ccc2c(C)cc(=O)oc2c1	?	·
CC(C)Cc1nnc(NC(=O)CS(=O)(=O)Cc2ccccc2)s1	?	·
CC(C)(C)NC(=O)C(OC(=O)c1cccs1)c1ccc(F)cc1 (stereo not drawn)	9%	1
CC1(c2ccc3ccccc3c2)NC(=O)N(CC(=O)Nc2cccc(S(=O)(=O)N3CCOCC3)c2)C1=O (stereo not drawn)	27%	12
O=C(NCCOc1ccccc1)c1ccccc1[N+](=O)[O-]	-20%[9.22 µM]	-16
Cn1c(=S)[nH]c2ccccc21	?	·
Cn1c(SCC(=O)NCc2ccccc2)nnc1-c1ccc(NC(=O)CCc2ccccc2)cc1	i	·
CCOc1ccc(OCCC(=O)OCC(=O)NC2CCCC2)cc1	?	·
Cc1cccc(CN2CCC(N3CC(C)OC(C)C3)CC2)c1 (stereo not drawn)	-6%	9
O=C(NCC1CCCCC1)c1ccc([N+](=O)[O-])cc1	-189%	5
Cc1nc2c(-c3ccccc3)c(C)[nH]n2c(=O)c1Cl	i	3
O=C(NC(=O)c1ccc(F)cc1F)Nc1ccc(Cl)cc1	1%	5
O=C(c1ccc(O)cc1)c1ccc(Cl)cc1	17%	0
CSc1nc(Cl)cc(N2CCOCC2)n1	11%	21
Cc1ccc(S(=O)(=O)NC2=NCN(C(C)C)CN2)cc1	?	·
COCCCNC(=O)c1cc(C)nn1-c1ccccc1	2%	12
Cc1ncc(CO)c(/C=N/NC(=O)c2ccc(Br)cc2)c1O	?	·

Continued.
SMILES	Lipid storage S3	Lipid storage S3 cell count max
COCC1CCCCN1Cc1cn(-c2ccccc2)nc1-c1ccc2c(c1)OCO2 (stereo not drawn)	i	15
Cc1nc2cc(-c3ccc(F)cc3)[nH]n2c(=O)c1C	?	·
Cc1ccc(CN2CCN(CC(=O)N3CCc4ccccc4C3)C2=O)cc1	?	·
N#CCC(=O)Nc1ccc(C(=O)NNC(=O)CCN2CCN(c3ccccc3)CC2)cc1	?	·
CCOC(=O)c1c(C)[nH]c(C)c1C(=O)CSc1nncs1	?	·
CCOC(=O)C1(C)NC(c2cccs2)C2C(=O)N(c3ccc(C)cc3)C(=O)C21 (stereo not drawn)	?	·
O=C(Nc1cccc(-c2nc3ccccc3c(=O)o2)c1)c1ccccc1	-2%	-1
CC(Oc1ccccc1)C(=O)Nc1ccc(S(=O)(=O)N2CCN(C)CC2)cc1 (stereo not drawn)	6%	·
Cc1ccc(-n2cnc3c(sc4nccc(N(C)C)c43)c2=O)cc1	18%	9
COc1ccc(CNC(=O)CNC(=O)c2cccs2)c(OC)c1	?	·
O=C(COC(=O)CCS(=O)(=O)c1ccc(F)cc1)NC1CCCCC1	?	·
O=C(CCCN1C(=O)c2ccccc2C1=O)NC1=NCCS1	?	·
COC(=O)c1ccc(NC(=O)C(=O)N2CCN(C(=S)Nc3cccc(C)c3C)CC2)cc1	-3%	1
Cc1cc(C)n2nc(SCC(=O)NC3CCCCC3C)nc2n1 (stereo not drawn)	i	5
C/C(CC1CC(C)(C)OC1=O)=N\NC(N)=S (stereo not drawn)	?	·
CCOc1cc(/C=C2\C(=O)N(CCc3ccc(OC)c(OC)c3)C(C)=C2C(=O)OC)ccc1O	?	·
COc1ccc(OCCCC(=O)OCC(=O)Nc2sccc2C(N)=O)cc1	?	·

Reformatted with two lines to a compound: entries from further up.
The line under a structure holds: Lipid storage S3	Lipid storage S3 cell count max
CCOC(=O)c1c(C)[nH]c(C)c1C(=O)CSc1nncs1
→ ?	·
CCOC(=O)C1(C)NC(c2cccs2)C2C(=O)N(c3ccc(C)cc3)C(=O)C21 (stereo not drawn)
→ ?	·
